# HT1080 viability: HT1080 cell viability loss – fluorescence readout (AID 620); 87,000 tested, 0.42% active; HT1080 viability, fluorescence; higher % means a stronger effect; cytotoxicity, % at 10 µM, or EC50 in µM where a hit was titrated; in the data active = cytotoxicity above about 50%;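 note: cells exposed to compound overnight then 4 h with Alamar Blue; 0% = vehicle DMSO and 100% = killing control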
# * hit, by the source's call. Not all compounds are listed; the hit share may differ from the screen's.
SMILES,HT1080 viability
CN(C)CCCOc1ccc(C(C)(C)c2ccccc2)cc1,-41%
CN1C(=O)/C(=C/c2cn(CC(=O)N3CCCCC3)c3ccccc23)c2ccccc21,-2%
Cc1nc(OCC(=O)c2ccc(Cl)cc2)c(C#N)c2c1COC(C)(C)C2,-10%
CN(C1CCCCC1)S(=O)(=O)c1ccc(NC(=O)C2CCCCC2)cc1,-3%
CCn1c(SCC(=O)c2ccccc2)nnc1-c1cccs1,-16%
Cc1n[nH]c(C)c1CCCOc1ccccc1,-13%
Cc1cc(C)c(S(=O)(=O)N(C2=NCCS2)S(=O)(=O)c2c(C)cc(C)cc2C)c(C)c1,8%
COC(=O)C1=C(N)Oc2cc(C)n(Cc3ccccc3)c(=O)c2C1c1ccccc1 (stereo not drawn),0%
CS(=O)(=O)N(CC(=O)N1CCc2ccccc2C1)Cc1ccccc1,-11%
CCOC(=O)CC1ON(C)C(=O)N1c1ccc([N+](=O)[O-])cc1 (stereo not drawn),9%
O=c1nc(/C=C/c2ccc(-c3ccc(F)cc3)o2)cc(C(F)(F)F)[nH]1,-7%
CCN(CC)CCCNC(=O)C1c2cc(OC)c(OC)cc2C(=O)N(C)C1c1cccs1 (stereo not drawn),5%
Cc1cccnc1NC(=S)NC(=O)/C=C/c1ccco1,20%
CCOCC(=O)Nc1ccc(C)c(Cl)c1,0%
CCN1CN=C(NS(=O)(=O)c2ccc(C)cc2)NC1,-2%
Cn1c(COc2ccccc2)nnc1SCC(=O)Nc1ccc(S(N)(=O)=O)cc1,4%
O=C(c1ccc(Cl)cc1)c1ccc(OCC(O)CN2CCCCC2)cc1 (stereo not drawn),-27%
CC1(O)C(=O)c2ccccc2N(c2ccccc2)C1=O (stereo not drawn),-8%
COc1ccc(-c2noc(-c3ccccc3-c3ccccc3)n2)cc1,17%
COc1ccc(C(=O)CCC(=O)O)c(C)c1,-3%
Cc1nn(CCC(=O)NNC(=S)Nc2ccc(Cl)cc2)c(C)c1[N+](=O)[O-],-8%
COc1ccccc1/C=C/C1(C(=O)NC2CCCC2)CC(=O)N1c1ccc(C)cc1 (stereo not drawn),-10%
OC(CN1CCN(c2ccccc2)CC1)Cn1c2ccccc2c2ccccc21 (stereo not drawn),-8%
CC(=O)c1c(C)[nH]c(C(=O)CSc2nc3ccc(C)cc3[nH]2)c1C,-14%
CCOP(=O)(OCC)c1nc(/C=C/c2ccccc2)oc1NCc1ccccc1,-16%
COc1ccc(S(=O)(=O)N(C)CC(=O)N2CCN(Cc3ccccc3)CC2)cc1C,6%
CCCNC(=O)N[C@@H](CCSC)C(=O)OC,-3%
O=C(CSc1ccc(Cl)cc1)NCC1CCCO1 (stereo not drawn),2%
CC(=O)c1ccc(NC(=O)Nc2ccccc2)cc1,3%
CCn1c(SCC(=O)NCC2CCCO2)nnc1-c1ccccc1 (stereo not drawn),24%
Cc1ccc(SCc2[nH]nc3c2C2(C(=O)Nc4ccc(F)cc42)C(C#N)=C(N)O3)cc1 (stereo not drawn),-17%
C=CCn1c(SCC(=O)Nc2cc(C)on2)nc2sc(C)c(C)c2c1=O,4%
CSc1nnc(NC(=O)CCc2ccccc2)s1,-15%
Cc1cccc(C(=O)O/N=C(\N)Cc2ccc([N+](=O)[O-])cc2)c1,1%
C#CCCCC(=O)Nc1ccccc1,-17%
CCOC(=O)c1c(N)sc(C(O)(C(F)(F)F)C(F)(F)F)c1-c1ccc(Cl)cc1,5%
CCC1=C2CC[C@H]3C(=O)N(C)C(=O)[C@H]3[C@H]2[C@@]2(C)C(=NCc3ccccc3)OC(=O)N2C1=O,2%
CC(C)CC(NC(=O)C1CCCCC1)C(=O)N1CCN(c2ccccn2)CC1 (stereo not drawn),0%
Cc1cc(NC(=O)CSc2nc(C3CC3)nc3sc(C)c(C)c23)no1,34%
Nc1nnc(CCOc2ccc(Cl)cc2)s1,2%
CCOC(=O)C1=C(C)N(CCC(=O)O)C(=O)NC1c1ccccc1Cl (stereo not drawn),-13%
COc1ccc2c(c1)[nH]c1c(=O)n(Cc3ccccn3)cnc12,-8%
COc1ccc(C(C(=O)NC2CCCC2)N(C(=O)c2ccco2)c2ccc(OC)c(OC)c2)cc1 (stereo not drawn),-5%
Cc1ccc(CNC(=O)CCNS(=O)(=O)c2cccs2)cc1,-1%
Cn1c(/C=C/c2ccc([N+](=O)[O-])o2)nc2ccccc2c1=O,85%*
S=c1nc(-c2ccco2)[nH][nH]1,0%
COC(=O)[C@@]1(Cc2ccc(OC)cc2)[C@H]2c3cc(C(=O)N4CCCC4)n(C[C@H](O)CO)c3C[C@H]2CN1C(=O)c1ccccc1,-5%
COCC(C)n1c(-c2ccc3c(c2)NC(=O)CO3)csc1=Nc1ccc(OC(F)F)cc1 (stereo not drawn),-12%
Cc1ccc2c(c1)NC(=O)CC(c1ccccc1)=N2,4%
CCNC(=O)NC(=O)CSc1nc2ccccc2n1CCOC,1%
COc1ccc(NC(=O)CN2CCN(c3ccccc3Cl)CC2)cc1,10%
C=C(CC1([C@@H](NP(=O)(c2ccccc2)c2ccccc2)[C@H]2C[C@@H]2CCCC)CC1)c1ccccc1,-1%
CC(C)NS(=O)(=O)c1ccc(OCC(=O)N(C)Cc2ccccc2)cc1,-19%
CN(Cc1ccccc1)C(=O)CSc1nc2c(c(C(F)(F)F)n1)CCc1ccccc1-2,6%
CC(C)CCNC(=O)NC(=O)Cn1cc(C(F)(F)F)ccc1=O,-8%
Cc1[nH]n(-c2ccccc2)c(=O)c1/C=N/n1c(C)nc2ccccc2c1=O,7%
CS(=O)(=O)Nc1ccccc1C(=O)Nc1cc(Cl)cc(Cl)c1,22%
CSCC[C@H](NC(=O)c1ccc(Cl)c(S(=O)(=O)N2CCCC2)c1)c1nc2ccccc2[nH]1,-1%
Cc1nc(SCC(=O)N2c3ccccc3Sc3ccccc32)n[nH]1,-4%
CCOC(=O)c1ccccc1NC(=O)c1nc2nccc(C)n2n1,2%

# Next part:
SMILES,HT1080 viability
O=C(CSc1nnnn1-c1ccccc1)Nc1ncc2c(n1)CC(c1ccccc1)CC2=O (stereo not drawn),-10%
CSc1ccccc1C(=O)Nc1ncc(C)s1,-13%
CCCCOC(=O)CCc1nc2ccccc2[nH]c1=O,-2%
C=CCNC(=O)C12CC3(C)CC(C)(CC(C)(C3)C1)C2,-25%
O=c1[nH][nH]c(C(F)(F)F)c1C=NCc1ccc(Cl)cc1,10%
CCn1c2c(c3cc(OCC(C)C)ccc31)CCCC2=O,-10%
CC1CCCCC1NC(=O)CN1C(=O)CSc2cc(S(=O)(=O)N3CCCCCC3)ccc21 (stereo not drawn),-4%
CCNC(=O)c1c(NC(C)=O)sc2c1CCCC2,9%
O=C(Nc1nnc(C(F)(F)F)s1)C1COc2ccccc2O1 (stereo not drawn),9%
COc1ccc(-n2c(C)c([N+](=O)[O-])c3ccc(O)c(CN4CCCCC4)c32)cc1,8%
CCN(CC)C(=O)CN(c1ccc(Cl)cc1)S(=O)(=O)c1ccccc1,-5%
CN(C)c1nc(N)nc(CSc2nnnn2-c2ccc(C(=O)O)cc2)n1,-3%
O=C(CSc1ccccn1)Nc1nncs1,3%
C=CCNC(=O)c1cc(Cl)ccc1Cl,-7%
N#CC(c1ccccc1)c1ccc(C(=O)c2ccc(F)cc2)cc1 (stereo not drawn),-2%

# Laid out differently: 2 of the compounds above
mol | HT1080 viability
O=C(CSc1nnnn1-c1ccccc1)Nc1ncc2c(n1)CC(c1ccccc1)CC2=O (stereo not drawn) | -10%
CSc1ccccc1C(=O)Nc1ncc(C)s1 | -13%

# The list goes on:
SMILES,HT1080 viability
Cc1ccc(-n2c(C)cc(C(=O)CSc3n[nH]c(N)n3)c2C)cc1,-16%
COc1ccc(NC(=O)C2C3C=CC(C3)C2C(=O)NCc2ccco2)c(OC)c1 (stereo not drawn),-4%
CC(=O)Nc1c(C(=O)N2CCOCC2)cnn1-c1ccc(C)c(C)c1,-2%
CCOc1cc(C(=O)Nc2cccc3ncccc23)cc(OCC)c1OCC,-1%
COC(=O)c1ccccc1OCCOc1ccccc1C(=O)OC,9%
COC1CCCCC1Nc1cc(C)cc(C)c1 (stereo not drawn),10%
COCCNC(=O)c1ccc2snnc2c1,-6%
Cc1n[nH]c(C)c1N1C(=O)c2cccc3c(Br)ccc(c23)C1=O,-16%
CCCCCn1nc(C)c(/C=N\NC(=O)c2cc(C)oc2C)c1C,4%
CC(C)COC(=O)Nc1nnc(SCc2ccccc2F)s1,-12%
COc1ccc(C(=O)Nc2c(Cl)cc(Cl)cc2C(=O)NCc2ccco2)cc1,7%
CC1CCOC2(O1)C(=O)N(CN1CCN(c3cccc(Cl)c3)CC1)c1ccccc12 (stereo not drawn),-17%
CC(=O)Nc1ccc(S(=O)(=O)NC2(C(F)(F)F)NC(=O)N(C3CCCCC3)C2=O)cc1 (stereo not drawn),-4%
O=C(Nc1ccc2oc(-c3cccc(F)c3)nc2c1)c1ccccc1F,6%
Cc1ccc(S(=O)(=O)NCc2ccc(C(=O)N3CCN(Cc4ccccc4)CC3)cc2)cc1,-8%
O=S(=O)(NCC1CCCO1)c1ccc(S(=O)(=O)N2CCCC2)cc1 (stereo not drawn),7%
CCOc1ccc(NC(=O)Nc2nnc(CC)s2)cc1,-4%
Cc1c(NC(=O)c2cc3nc(-c4ccc(Cl)cc4)cc(C(F)(F)F)n3n2)c(=O)n(-c2ccccc2)n1C,-5%
CCOC(=O)c1cn2nc(-c3ccc(OCC)cc3)cc2nc1C1CCN(C(=O)OC(C)(C)C)CC1,-10%
O=C(O)CCCCCCNS(=O)(=O)c1ccccc1,10%
CCCC[C@@H]1C[C@H]1C(NC(=O)c1cccs1)c1ccc(C(F)(F)F)cc1 (stereo partly drawn),-29%
CC(=O)C1=C(C)NC(C)=C(C(C)=O)C1c1cn(-c2ccccc2)nc1-c1cccs1,5%
Cc1ccc(Nc2nc(Nc3ccc(C)cc3)nc(SC3=NCCS3)n2)cc1,6%
N#C/C(=C/c1ccc(N2CCCCCC2)o1)c1cccc(F)c1,7%
CSCCC(NC(=O)c1ccccc1)C(=O)NC1CC1 (stereo not drawn),-10%
COc1ccc(-c2cc(C(=O)OC3CCOC3=O)c3ccccc3n2)cc1 (stereo not drawn),14%
O=C(Nc1ccc(Cl)c(Cl)c1)OCc1cncs1,5%
COCCCNC(=O)c1nc2c(nnn2Cc2cc(C)ccc2C)c(=O)[nH]1,-16%
CC(Nc1nc(N2CCCCC2)nc2ccccc12)c1ccccc1 (stereo not drawn),9%
COc1ccc(NC(=O)c2ccccc2SC)cc1OC,11%
Clc1ccc2nc(C3CCN(Cc4nnnn4C4CCCCC4)CC3)[nH]c2c1,8%
Cc1cc(=O)oc2cc(OCC3CC(c4ccccc4Cl)=NO3)ccc12 (stereo not drawn),64%*
CCOC(=O)CCCCC(=O)c1[nH]c(=O)[nH]c1CSCCO,26%
CCN(CC)C(=O)Cn1nc(C)c2ccccc2c1=O,-7%
Cc1ccc(S(=O)(=O)NC2=C(N3CCN(Cc4ccccc4)CC3)C(=O)c3ccccc3C2=O)cc1,-15%
COC(=O)[C@@]1(Cc2ccc(F)cc2)[C@H]2c3cc(C(=O)N(C)C)n(Cc4ccc(C(F)(F)F)nc4)c3C[C@H]2CN1C(=O)c1ccccc1,-7%
Cc1c(Cl)cccc1-n1c(SCC(=O)NCc2cccs2)nnc1-c1ccncc1,-5%
CCOC(=O)c1ccccc1NC(=O)CSc1nc(N)cc(N)n1,-5%
Cc1cc(C)cc(OC(=O)CS(=O)c2ccc(C(F)(F)F)cc2[N+](=O)[O-])c1 (stereo not drawn),9%
O=C(c1cccc2ccccc12)n1nnc2ccccc21,-7%
O=C(O)CCC(=O)Nc1ccc(OCC(=O)O)cc1,-2%
CN1CCN(S(=O)(=O)c2ccc(NC(=O)C(C)(C)C)cc2)CC1,20%
COCCN(C(=O)c1ccco1)c1nnc(-c2ccc(OC)cc2)s1,-14%
NC(=O)NCc1ccccc1,1%
CCOC(=O)C1CCCN(C(=O)c2cc3nc(-c4ccc5c(c4)OCO5)cc(C(F)(F)F)n3n2)C1 (stereo not drawn),-12%

# Reprinted from above for reference:
SMILES,HT1080 viability
N#C/C(=C/c1ccc(N2CCCCCC2)o1)c1cccc(F)c1,7%
CSCCC(NC(=O)c1ccccc1)C(=O)NC1CC1 (stereo not drawn),-10%
COc1ccc(-c2cc(C(=O)OC3CCOC3=O)c3ccccc3n2)cc1 (stereo not drawn),14%
O=C(Nc1ccc(Cl)c(Cl)c1)OCc1cncs1,5%
COCCCNC(=O)c1nc2c(nnn2Cc2cc(C)ccc2C)c(=O)[nH]1,-16%
CC(Nc1nc(N2CCCCC2)nc2ccccc12)c1ccccc1 (stereo not drawn),9%
COc1ccc(NC(=O)c2ccccc2SC)cc1OC,11%
Clc1ccc2nc(C3CCN(Cc4nnnn4C4CCCCC4)CC3)[nH]c2c1,8%
Cc1cc(=O)oc2cc(OCC3CC(c4ccccc4Cl)=NO3)ccc12 (stereo not drawn),64%*
CCOC(=O)CCCCC(=O)c1[nH]c(=O)[nH]c1CSCCO,26%
CCN(CC)C(=O)Cn1nc(C)c2ccccc2c1=O,-7%
Cc1ccc(S(=O)(=O)NC2=C(N3CCN(Cc4ccccc4)CC3)C(=O)c3ccccc3C2=O)cc1,-15%
COC(=O)[C@@]1(Cc2ccc(F)cc2)[C@H]2c3cc(C(=O)N(C)C)n(Cc4ccc(C(F)(F)F)nc4)c3C[C@H]2CN1C(=O)c1ccccc1,-7%
Cc1c(Cl)cccc1-n1c(SCC(=O)NCc2cccs2)nnc1-c1ccncc1,-5%
CCOC(=O)c1ccccc1NC(=O)CSc1nc(N)cc(N)n1,-5%
Cc1cc(C)cc(OC(=O)CS(=O)c2ccc(C(F)(F)F)cc2[N+](=O)[O-])c1 (stereo not drawn),9%
O=C(c1cccc2ccccc12)n1nnc2ccccc21,-7%
O=C(O)CCC(=O)Nc1ccc(OCC(=O)O)cc1,-2%
CN1CCN(S(=O)(=O)c2ccc(NC(=O)C(C)(C)C)cc2)CC1,20%
COCCN(C(=O)c1ccco1)c1nnc(-c2ccc(OC)cc2)s1,-14%
NC(=O)NCc1ccccc1,1%
CCOC(=O)C1CCCN(C(=O)c2cc3nc(-c4ccc5c(c4)OCO5)cc(C(F)(F)F)n3n2)C1 (stereo not drawn),-12%

# Next compounds.
SMILES,HT1080 viability
Cn1c(=O)c(-c2cc(Br)ccc2N)nc2ccccc21,3%
COc1ccc(CCNC2CC(=O)N(C)C2=O)cc1OC (stereo not drawn),15%
CCN(CC)S(=O)(=O)c1ccc(-c2ccc(S(=O)(=O)N(CC)CC)cc2)cc1,-6%
O=C1C2C3C=CC(C3)C2C(=O)N1Cc1ccc(CN2C(=O)C3C4C=CC(C4)C3C2=O)cc1 (stereo not drawn),12%
